Efflux pump inh: antifungal efflux pump inhibition, Nile Red retention. S. cerevisiae Candida pump triplex. inhibition, % at 10 µM. 330,000 compounds, 0.44% hits;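 active means plate passing quality check with inhibition over a set limit, or well fluorescence over plate mean plus 4 SD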;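 further: Nile Red retained in pooled yeast measured as flow cytometry median fluorescence; 0% = buffer negative control and 100% = Enniatin B positive control; higher means more Nile Red kept so more efflux inhibition; some compounds called inactive have numbers as strong as hits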
HCV core dimer: blocks dimerization of HCV core protein. TR-FRET GST/Flag-core106 dimerization, 1536-well. inhibition, % at 5 µM. 300,000 compounds, 0.33% hits;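 active means inhibition above the mean of all tested compounds plus 3 SD, set per screening campaign, cut at about 45% in these data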
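Material: Tagged HCV core106 pair (GST and Flag) | Amount: GST-core106 13.5 nM, Flag-core106 17 nM | Medium: KF-containing HEPES buffer, pH 7.45, DTT, CHAPS, BSA | Reagent: Eu donor and XL665 acceptor anti-tag antibodies | Schedule: 4 h at 22.5 °C | Technique: Time-resolved FRET, ex 340 nm, em 617 and 671 nm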
TPT1 inh: C. albicans TPT1 enzyme inhibition; recombinant caTPT1, FP RNA substrate dephosphorylation; inhibition, % at 5 µM; 300,000 compounds, 0.81% hits; AID 1962;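 active means inhibition above the mean of all tested compounds plus 3 SD, set per screening campaign, cut at about 24% in these data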;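 further: plate controls were DMSO alone for no effect and ferristatin control at 100 nM for full effect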
CTSL1 counter: cathepsin L1 inhibition, PFM18AAP counter-screen; recombinant F. hepatica cathepsin L1, Z-Leu-Arg-MCA fluorescence; inhibition, % at 5.96 µM; 300,000 compounds, 0.49% hits; AID 1906;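 active means inhibition above the mean of all tested compounds plus 3 SD, set per screening campaign, cut at about 17% in these data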;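 further: 0% = plate median of test compound wells and 100% = 1 µM Z-Phe-Ala-diazomethylketone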
PREPL inh: inhibitors of human prolyl oligopeptidase-like enzyme PREPL; Q4J6C6; 320,000 compounds, 0.68% hits; inhibition, % at 5.96 µM; recombinant PREPL, fluorescence polarization activity-based probe; in the data active means inhibition above about 43%;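 further: 0% = enzyme with DMSO and 100% = wells lacking enzyme; many of its hits are not listed in these tables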
EBNA-1 inhibitor: blocks EBNA-1 binding to DNA. 300,000 compounds, 0.34% hits. EBNA-1 DNA binding, fluorescence polarization. inhibition, % at 14.8 µM; in the data active means inhibition above about 28%
PP1 counter: blocks human PP1-alpha phosphatase, a PP5 counter-screen; AID 2235; purified PP1alpha, OMFP fluorescence; inhibition, % at 6.7 µM; 320,000 compounds, 0.9% hits; P62136;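 active means inhibition above the mean inhibition of all tested compounds plus 3 SD, computed separately for each screening campaign, cut at about 15% in these data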
ZTA DNA inh: blocks Epstein-Barr virus ZTA, an EBNA-1 counter-screen. inhibition, % at 11 µM. 320,000 compounds, 0.15% hits. ZTA-DNA binding, fluorescence polarization. AID 2234; in the data active means inhibition above about 33%
Target sequence (P03206 whole entry, looked up): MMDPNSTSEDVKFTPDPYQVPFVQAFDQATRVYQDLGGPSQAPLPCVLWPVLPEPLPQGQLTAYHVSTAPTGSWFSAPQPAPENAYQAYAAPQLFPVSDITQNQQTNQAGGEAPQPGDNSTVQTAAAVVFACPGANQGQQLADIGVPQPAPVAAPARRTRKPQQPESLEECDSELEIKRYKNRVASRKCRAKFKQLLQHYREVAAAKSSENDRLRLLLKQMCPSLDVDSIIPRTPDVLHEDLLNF
PP5 inh: blocks human protein phosphatase 5 activity; 320,000 compounds, 0.18% hits; inhibition, % at 6.7 µM; purified PP5c, OMFP substrate fluorescence; P53041; AID 1987;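 active means inhibition above the campaign's mean inhibition across all tested compounds plus 3 SD, cut at about 9.5% in these data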;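 further: 0% = DMSO only and 100% = 100 µM cantharidin control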
Target sequence (P53041 whole entry, looked up): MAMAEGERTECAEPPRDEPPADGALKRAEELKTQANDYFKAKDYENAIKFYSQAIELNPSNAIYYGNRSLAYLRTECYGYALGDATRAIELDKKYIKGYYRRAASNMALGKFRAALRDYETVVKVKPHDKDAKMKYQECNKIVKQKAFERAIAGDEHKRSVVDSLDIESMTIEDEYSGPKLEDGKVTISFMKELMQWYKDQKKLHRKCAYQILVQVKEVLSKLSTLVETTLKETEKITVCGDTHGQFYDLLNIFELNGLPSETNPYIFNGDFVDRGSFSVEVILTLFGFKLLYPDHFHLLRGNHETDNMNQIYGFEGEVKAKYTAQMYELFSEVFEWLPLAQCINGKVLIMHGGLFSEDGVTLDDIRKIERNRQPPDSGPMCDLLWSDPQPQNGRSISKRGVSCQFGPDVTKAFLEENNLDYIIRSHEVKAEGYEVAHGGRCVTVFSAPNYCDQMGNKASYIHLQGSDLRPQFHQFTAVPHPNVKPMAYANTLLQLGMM
Starred values were filed as active, the others as inactive; . = not tested or not shown. Only part of the results is shown; the hit share may differ from the screen's.

Under each structure: Efflux pump inh, HCV core dimer, TPT1 inh, CTSL1 counter, PREPL inh, EBNA-1 inhibitor, PP1 counter, ZTA DNA inh, PP5 inh
1) COc1cc2ccnc(Cc3cccc(OC)c3OC)c2cc1OC
  0.0, 4, 1, 0, 0, 1, 2, 15, -2.3
2) Clc1ccccc1C1=Nn2c(nnc2-c2ccncc2)SC1
  0.0, 4, 0, 2, -22, -4, -3, 16, -0.5
3) O=C(O)C1CCCN1c1ncccn1 (stereo not drawn)
  -0.2, -6, -5, -1, 4, 10, -1, -6, -0.3
4) COc1ccc(C(=O)Nc2ccc(NC(=O)c3cccc(OC)c3)cn2)cc1
  0.1, -12, -4, 2, 13, 5, 2, -10, 0.6
5) O=C1CNC(=O)/C1=C/c1ccccc1
  0.0, 6, -1, 1, -7, 2, -1, 1, 2.0
6) Cc1ccc(/C=N/NC(=O)Cn2cnc3c2c(=O)n(C)c(=O)n3C)s1
  -0.4, 0, -1, 3, -13, 8, -2, 18, -1.0
7) CN(CCc1ccccn1)C(=S)NC(=O)c1ccco1
  0.1, 1, 0, -2, -5, 12, -6, 6, 0.3
8) COc1ccccc1CC1(C)NC(=O)N(CC(=O)N2CC(C)OC(C)C2)C1=O (stereo not drawn)
  -0.1, -1, -9, -1, 3, 2, -2, 5, 0.6
9) CCc1sc(C(=O)NCCCn2ccnc2)cc1Br
  0.3, -5, -2, -2, 13, -12, 0, -11, 2.3
10) COc1ccc(-c2cc(C(=O)NC3CC3)c3ccccc3n2)cc1
  0.0, 4, -1, 1, -5, -7, -2, 15, 1.2
11) Cc1ccc(S(=O)(=O)CCC(=O)OCC(=O)N2CCN(c3ccccc3)CC2)cc1
  -0.1, -4, -1, -52, 15, -3, -3, -10, -1.1
12) N#Cc1cccc(Cn2nnc(-c3ccccc3)n2)c1
  0.2, 4, -5, -1, -8, -7, 5, -1, 1.1
13) O=c1c(C/C=C/c2ccccc2)c(O)ccn1Cc1ccc(Cl)cc1Cl
  0.4, 5, 8, -3, -4, -4, 7, 9, -3.6
14) CCCC(=O)NC(Nc1ccccc1OC)C(Cl)(Cl)Cl (stereo not drawn)
  -0.1, -1, -1, -1, 6, 10, -2, -13, 1.0
15) CCN(C(=O)COC(=O)c1cncc(Br)c1)C1CCS(=O)(=O)C1 (stereo not drawn)
  0.0, 0, -1, -6, -2, -5, -4, 7, -3.5
16) Cc1cccc(OP(=O)(Nc2c(C)n(C)n(-c3ccccc3)c2=O)Oc2cccc(C)c2)c1
  -0.1, 5, 0, 2, 12, 4, -1, 1, -0.4
17) C=CCn1c(SCC(=O)Nc2ccccc2C)nc2sc(C)c(C)c2c1=O
  0.3, -2, 1, -3, 2, -7, -4, 9, -0.7
18) CCN(CC)c1ccc(NC(=O)CN2CCN(CC(=O)Nc3ccc(F)cc3)CC2)cc1
  0.0, -10, -4, -2, 15, 5, -2, 10, -0.1
19) O=C(COC(=O)Cn1cnc2ccccc21)NCCc1ccccc1
  -0.1, 1, -2, 1, 9, -15, 0, -14, 2.6
20) CCCN1CCN(CCCNC(=O)Cn2nc(-c3ccccc3)ccc2=O)CC1
  0.1, -3, -1, 2, 6, -3, -1, 6, -2.6
21) CCN(CC)CCCNC(=O)c1ccccc1C
  0.1, 4, 0, 0, 4, 4, -2, 3, 1.4
22) CN(C)C(=O)c1ccc(NC(=O)COC(=O)c2cc(S(=O)(=O)N(C)C)ccc2N2CCCC2)cc1
  -0.1, 0, -1, 3, 3, 0, -5, 7, -0.4
23) N#CC(c1cccc(Cl)c1)c1ccc2c(C(F)(F)F)cc(C(F)(F)F)nc2n1 (stereo not drawn)
  0.2, 14, -5, 3, 4, -12, 0, -10, 3.8
24) O=C(/C=C/c1ccccc1O)c1ccc(Cl)cc1
  -0.1, 2, -4, -2, 3, 0, 17*, 13, 0.4
25) CC(=O)c1ccc(NC(=O)c2ccc3nc(C)sc3c2)cc1
  -0.1, -6, -2, 7, 1, -6, 2, -6, 3.8
26) O=C(CSc1nc2ccccc2s1)N1CCCCC1
  -0.1, -1, 0, -3, 26, 0, 1, -13, 0.5
27) Cc1nn(C)c(C)c1CNC(=O)c1nn2c(c1Cl)NC(c1cccs1)CC2C(F)(F)F (stereo not drawn)
  0.2, 2, 1, 0, 6, -3, 3, -7, 2.1
28) CCN(CCO)C(=O)C12CCC(C)(C(=O)C1)C2(C)C (stereo not drawn)
  0.3, 0, -1, 2, 7, -2, -4, -7, 0.5
29) Cc1cccc(C)c1OCC(O)CN1CCN(c2ccccn2)CC1 (stereo not drawn)
  0.1, 0, 0, 2, 5, 14, -4, -2, -0.8
30) O=C(N/N=C/C1CCCCC1)c1ccccn1
  0.1, -2, -3, -1, 15, 4, -5, -14, -0.1

Single records, from the list above:
Cc1cccc(OP(=O)(Nc2c(C)n(C)n(-c3ccccc3)c2=O)Oc2cccc(C)c2)c1 as listed: Efflux pump inh: -0.1; HCV core dimer: 5; TPT1 inh: 0; CTSL1 counter: 2; PREPL inh: 12; EBNA-1 inhibitor: 4; PP1 counter: -1; ZTA DNA inh: 1; PP5 inh: -0.4
CC(=O)c1ccc(NC(=O)c2ccc3nc(C)sc3c2)cc1 as listed: Efflux pump inh: -0.1; HCV core dimer: -6; TPT1 inh: -2; CTSL1 counter: 7; PREPL inh: 1; EBNA-1 inhibitor: -6; PP1 counter: 2; ZTA DNA inh: -6; PP5 inh: 3.8

Next entries.
Under each structure: Efflux pump inh, HCV core dimer, TPT1 inh, CTSL1 counter, PREPL inh, EBNA-1 inhibitor, PP1 counter, ZTA DNA inh, PP5 inh
31) O=C(Nc1ccc(F)cc1)OCCOc1ccc([N+](=O)[O-])cc1
  -0.1, -2, -3, 4, 7, -5, 3, 0, 4.1
32) CN(C)c1ccc(C(=O)OCC(=O)N2CCOCC2)cc1
  0.1, 1, 2, 3, -7, 10, -7, -4, -3.1
33) CC1(C)C2CCC1(C)C(OC(=O)CSc1nc(N)cc(=O)[nH]1)C2 (stereo not drawn)
  0.0, 5, 16, -1, -2, 2, 3, 4, -0.1
34) CC1(C)Cc2c(cnn2-c2ccc(F)cc2)C(NC(=O)c2ccoc2)C1 (stereo not drawn)
  -0.1, 9, -1, -1, -7, 1, -1, 7, 2.2
35) Cc1ccc(NC(=S)N(Cc2ccc(Br)cc2)Cc2ccc(C(=O)O)cc2)cc1C
  -0.1, 25, -2, 6, 0, 1, 11, 2, 4.5
36) O=C(NCc1nc2ccccc2[nH]1)C1=C[C@H](c2ccc(C(F)(F)F)cc2)C[C@H](OCc2ccc(CO)cc2)O1
  -0.1, -4, 0, -1, -1, 4, 1, -1, 6.5
37) COc1ccc(NS(=O)(=O)c2cccs2)c(OC)c1
  0.0, -2, 0, -1, -11, -2, 2, 3, 3.6
38) Nc1ccc(C(=O)n2c3ccccc3c3ccccc32)cc1
  0.0, 9, -2, 4, 14, 24, 2, 8, 3.0
39) CCSc1nnc(NC(=O)CSc2nc3c(c(=O)n2CCOC)SC(C)C3)s1 (stereo not drawn)
  0.0, -11, 1, 0, -5, -5, 3, 12, -0.2
40) COc1ccc(CCNc2ccncn2)cc1
  0.1, 4, -3, -2, 6, 5, 0, 9, -0.9
41) O=C(CSCc1nc2c(nnn2Cc2ccc(F)cc2)c(=O)[nH]1)Nc1cccc(C(F)(F)F)c1
  -0.1, 2, 0, 5, 8, 8, 2, 18, 0.7
42) O=[N+]([O-])c1cc(Cl)ccc1N1CCCCC1
  0.1, 1, 1, -8, 5, 0, -2, 7, -0.4
43) CCCCN(CC)CCCNC(=O)C1c2ccccc2C(=O)N(C)C1c1cn(C)c2ccccc12 (stereo not drawn)
  0.0, 0, -1, -2, 0, 6, -3, 10, -1.4
44) CC(C)(C)c1csc(NC(=O)CSc2nc3ccccc3c(=O)[nH]2)n1
  0.4, 7, -3, 1, -3, 3, 1, 3, 2.6
45) COC(=O)c1cc(C(=O)OC)cc(N2C(=O)CC(Sc3nc(C)cc(C)n3)C2=O)c1 (stereo not drawn)
  -0.1, 5, -5, 1, -2, -4, 0, -2, 0.0
46) O=C(N/N=C/c1cccc(Cl)c1)C1CCCC1
  0.0, 0, 2, -2, -7, -2, -1, -5, 0.4
47) Cc1ccc(S(=O)(=O)NCc2ccc(C(=O)NCCc3ccc(S(N)(=O)=O)cc3)cc2)cc1
  0.0, 4, -5, -5, 9, -18, -4, -18, 3.0
48) CCOC(=O)c1cc2c(=O)n3ccccc3nc2n(CCOC)c1=NC(=O)C(C)(C)C
  -0.1, 4, -2, 5, 3, 3, -1, 18, 1.8
49) CCOc1cc(N2CCOCC2)c(OCC)cc1NC(=O)CN1CCSC1=O
  0.0, ., ., ., 18, ., 0, -11, 3.0
50) CC(=O)c1cccc(NC(=O)C2CCCCC2)c1
  0.1, 0, 4, 4, 6, 1, -2, -11, 1.2
51) COC(=O)CCC(=O)OC1(C)C(=O)C2=CN(CCc3c[nH]c4ccccc34)C(c3ccc(OC)cc3)=CC2=C(Br)C1=O (stereo not drawn)
  0.0, 31, 10, -4, 16, 5, 9, -2, 3.3
52) CC(=O)N/C(=C/c1ccc2c(c1)OCO2)C(=O)NCCO
  0.1, -5, 5, 2, 2, 2, -3, -9, -1.1
53) COc1cc(CN2CC(=O)N(c3ccc(C)c(Cl)c3)C2=S)cc(OC)c1OC
  -0.1, 0, 1, 1, -9, 9, 2, 11, 2.2
54) COc1cc(NC(=O)Cn2cnc3ccccc3c2=O)c(OC)cc1Cl
  -0.1, -7, -3, 1, 13, -9, 0, -6, 3.0
55) COC(=O)c1cc2c(cc1N)OCCO2
  0.1, -4, -1, -2, -9, 2, 3, -11, 0.9
56) Cc1ccc(CN2CC(C(=O)N3CCN(S(=O)(=O)c4c(F)cccc4F)CC3)CC2=O)cc1 (stereo not drawn)
  -0.1, -2, -4, -7, 20, 3, -4, -15, 0.0
57) OCC1(CCc2ccccc2)CCN(Cc2ccccc2Cl)CC1
  0.0, 0, 5, -6, 7, 3, -10, 0, 0.1
58) CCn1c(SCc2cccc(C(F)(F)F)c2)nnc1-c1ccco1
  0.1, 3, 3, -3, 3, 2, -5, 6, 0.7
59) Cc1nc2ncnn2c(C)c1Cc1ccccc1Cl
  -0.1, 0, -1, 0, -4, 2, 1, 1, 0.3
60) Cc1[nH]c(=O)[nH]c(=O)c1S(=O)(=O)N1CCCC(C(=O)N2CCN(c3ccccc3Cl)CC2)C1 (stereo not drawn)
  0.2, 6, 0, 1, 19, -10, 5, -11, 3.3
61) CCn1cc(Cl)c(C(=O)N2N=C3/C(=C/c4cccs4)CCCC3C2c2cccs2)n1 (stereo not drawn)
  0.2, 18, 1, 1, 7, 11, -1, 13, -1.6

High-throughput results as filed in PubChem.
